Compound activity from PubChem.
14-3-3g Raf = modulators of 14-3-3 gamma protein binding, primary screen, biochemical, fluorescence polarization; actives 0.19% (n = 160,000); 14-3-3 protein gamma (Homo sapiens), P61981; FP, 14-3-3gamma / TMR-pS259-Raf peptide binding; inhibition, % at 40 µM; in the data active = inhibition above about 30%;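 also: 0% = protein plus tracer without compound and 100% = blank with tracer alone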
Target sequence (P61981 whole entry, looked up): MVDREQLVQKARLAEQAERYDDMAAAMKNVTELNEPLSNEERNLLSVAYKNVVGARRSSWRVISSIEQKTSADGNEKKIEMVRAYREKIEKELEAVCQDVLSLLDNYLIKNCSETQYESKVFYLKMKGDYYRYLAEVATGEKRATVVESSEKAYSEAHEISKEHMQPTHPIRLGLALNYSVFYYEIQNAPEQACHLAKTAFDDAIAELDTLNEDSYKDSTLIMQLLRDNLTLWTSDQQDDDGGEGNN
Active calls of the source: *; & = joins results of further samples. These rows are one share of the data (hit frequency here may not be typical).

Start of the listing, in advance:
14-3-3g Raf	Molecule
-2	CS(=O)(=O)N(CC(=O)N1CCN(Cc2ccccc2)CC1)C1CCCCC1
-4	COc1ccc(Cn2c(SCC(=O)NCc3ccco3)nc3c(sc4cccc(F)c43)c2=O)cc1
0	CC1CCc2c(sc(NC(=O)c3noc4c3CCCCC4)c2C(N)=O)C1 (stereo not drawn)
-35	CCc1ccc(C2C(C#N)=C(N)SC(N)=C2C#N)s1
2	Cn1c(C(=O)NCCCN2CCN(c3cccc(Cl)c3)CC2)cc2c(=O)n(C)c3ccccc3c21
-194	O=C(Nc1cc(Br)ccc1O)c1cc(-c2ccc(Cl)cc2)on1
2	CN(CC(=O)N1c2ccccc2Sc2ccc(Cl)cc21)Cc1ccccc1
-14	COC1=NC2Nc3ccccc3N(C)C2C1c1ccc([N+](=O)[O-])cc1 (stereo not drawn)
-4	COc1ccccc1NC(=O)C1=C(C)Nc2ncnn2C1c1cccs1 (stereo not drawn)
5	CCc1ccc(NC(=O)c2cc3c(CO)cnc(C)c3oc2=Nc2ccc(OC)cc2OC)cc1
11	Cc1[nH]c2ccccc2c1C=Nc1c(-c2ccco2)nc2ccccn12
-3	Cc1ccc(-c2nc3cccc(C)n3c2Nc2ccc3c(c2)OCO3)o1
1	CC(NC(=O)Nc1ccc(F)cc1F)c1ccncc1 (stereo not drawn)
-1	O=C1C2CC(Br)C(Br)CC2C(=O)N1c1ccccc1O (stereo not drawn)
4	Fc1ccccc1-c1n[nH]c(=S)n1CC1CCCO1 (stereo not drawn)
-1	CCCCNC(=O)c1cc2c(n(-c3ccc(Cl)cc3)c1=O)CCCC2=O
-3&-6	CCOC(=O)C1CCN(c2ncnc3nc[nH]c23)CC1

The list itself (from the top)
14-3-3g Raf	Molecule
-2	CS(=O)(=O)N(CC(=O)N1CCN(Cc2ccccc2)CC1)C1CCCCC1
-4	COc1ccc(Cn2c(SCC(=O)NCc3ccco3)nc3c(sc4cccc(F)c43)c2=O)cc1
0	CC1CCc2c(sc(NC(=O)c3noc4c3CCCCC4)c2C(N)=O)C1 (stereo not drawn)
-35	CCc1ccc(C2C(C#N)=C(N)SC(N)=C2C#N)s1
2	Cn1c(C(=O)NCCCN2CCN(c3cccc(Cl)c3)CC2)cc2c(=O)n(C)c3ccccc3c21
-194	O=C(Nc1cc(Br)ccc1O)c1cc(-c2ccc(Cl)cc2)on1
2	CN(CC(=O)N1c2ccccc2Sc2ccc(Cl)cc21)Cc1ccccc1
-14	COC1=NC2Nc3ccccc3N(C)C2C1c1ccc([N+](=O)[O-])cc1 (stereo not drawn)
-4	COc1ccccc1NC(=O)C1=C(C)Nc2ncnn2C1c1cccs1 (stereo not drawn)
5	CCc1ccc(NC(=O)c2cc3c(CO)cnc(C)c3oc2=Nc2ccc(OC)cc2OC)cc1
11	Cc1[nH]c2ccccc2c1C=Nc1c(-c2ccco2)nc2ccccn12
-3	Cc1ccc(-c2nc3cccc(C)n3c2Nc2ccc3c(c2)OCO3)o1
1	CC(NC(=O)Nc1ccc(F)cc1F)c1ccncc1 (stereo not drawn)
-1	O=C1C2CC(Br)C(Br)CC2C(=O)N1c1ccccc1O (stereo not drawn)
4	Fc1ccccc1-c1n[nH]c(=S)n1CC1CCCO1 (stereo not drawn)
-1	CCCCNC(=O)c1cc2c(n(-c3ccc(Cl)cc3)c1=O)CCCC2=O
-3&-6	CCOC(=O)C1CCN(c2ncnc3nc[nH]c23)CC1
-4	[O-]/[N+](=C/c1ccc(F)cc1)c1ccccc1
-2	CC1CCN(C(=O)c2cc3n(n2)C(C(F)(F)F)CC(c2ccc(Br)cc2)N3)CC1 (stereo not drawn)
1	CCOc1ccc(C2CC(c3cccc(OC)c3OC)n3ncnc3N2)cc1Cl (stereo not drawn)
-9	Cc1ccc2oc(C(=O)Nc3c(C)n(C)n(-c4ccccc4)c3=O)c(C)c2c1
-6	CSc1nc2c(c(=O)[nH]1)C(c1ccc([N+](=O)[O-])cc1)C1=C(CC(C)(C)CC1=O)N2 (stereo not drawn)
-3	C(=NCc1ccccc1)c1cn(-c2ccccc2)nc1-c1ccccc1
-3	CN(CCOC(=O)c1ccco1)C(C)(C)C
-11	O=C(Cc1cccs1)Nc1c2c(nn1-c1ccc(F)cc1)CSC2
-4	O=C1C2C3C=CC(C4CC34)C2C(=O)N1c1cccc(Cl)c1 (stereo not drawn)
-9	CCCCC(=O)Nc1ncc(Br)s1
-4	COC(=O)c1sc2nc3c(c(-c4cccs4)c2c1N)CCC3
-9	COCCOC(=O)C1=C(C)NC2=C(C(=O)CCC2)C1c1ccccc1Cl (stereo not drawn)
1	O=C(Nc1ccc2c(c1)OCO2)Nc1cnccn1
-19	Cn1c(=O)c2c(nc(NC3CCCCC3)n2Cc2cccc(Cl)c2)n(C)c1=O
8	CCC(C)NC(=O)c1ccc(CSCc2ccccc2Cl)o1 (stereo not drawn)
-3	COc1ccc(S(=O)(=O)N(C)c2ccc(C(=O)NCC3CCCO3)cc2)cc1 (stereo not drawn)
-6	Cc1[nH]nc2c1C(c1ccc(F)cc1)C(C#N)=C(N)O2 (stereo not drawn)
0	Cc1ccc(NC(=O)c2ccccc2NC(=O)c2ccccc2)cc1
-5	CCOC(=S)NC(=NS(=O)(=O)c1ccccc1)c1ccccc1
-6	O=C(CCC1CC(=O)Nc2ccccc21)NCCC1=CCCCC1 (stereo not drawn)
-10	CCOCCCNC(=O)c1cc(=O)n(Cc2cccc(Cl)c2)c2ccccc12
-3	Nc1c(C(O)(C(F)(F)F)C(F)(F)F)ccc2ccccc12
-3	Cc1c(C(=O)OC2CCC(C)CC2)[nH]c2c1C(=O)CC(c1ccc(F)cc1)C2 (stereo not drawn)
-3	O=C(O)CNC(=O)c1ccccc1F
2	COCCOC(=O)c1c(C)oc2ccc(OCC=C(C)C)cc12
-17	N#Cc1cc2c(cc1C#N)N1CCCc3cccc(c31)O2
20	O=c1oc2cc(OCc3ccc(Cl)cc3)ccc2c2c1CCCC2
6	O=S(=O)(c1cccc2nsnc12)N1CCN(C23CC4CC(CC(C4)C2)C3)CC1
-37	Cc1ccc(NC2=C(Cl)C(=O)N(c3ccc(Br)cc3)C2=O)c(C)c1
-25	COC(=O)c1ccccc1NC(=O)CSc1nnc(C)c(=O)[nH]1
-3	O=C(Nc1ccccc1C(=O)N1CCCCC1)c1cccc(S(=O)(=O)Nc2ccccc2)c1
-9	C=CCc1c(C)nc2nc(SCC(=O)Nc3ccc(CC)cc3)nn2c1C
1	CCC(C)n1c(=O)[nH]c2c(c1=O)CCC2 (stereo not drawn)

Following part.
14-3-3g Raf	Molecule
5	CC(=O)N1N=C(c2ccc3ccccc3c2)OC1(C)C
13	CCOc1ccc(N2C(=O)C3ON(c4ccccc4)C(c4ccc(SC)cc4)C3C2=O)cc1 (stereo not drawn)
14	COC(=O)CC1SC(=O)NC1=O (stereo not drawn)
-3	CCOc1cccc(C2CC(c3ccc(C)cc3)=NC(c3cccc(F)c3)N2)c1O (stereo not drawn)
-2	CSC1=NCCN1C(=O)c1ccc(S(=O)(=O)N2CCOCC2)cc1
-10	O=C(O)c1ccc(F)c(S(=O)(=O)N2CCCCC2)c1
1	CCOc1ccc(C2CC(c3cccs3)Nc3ncnn32)cc1OC (stereo not drawn)
0	Clc1ccccc1Cn1nnc(-c2cccs2)n1
9	O=C(NC1(C(F)(F)F)NC(=O)N(C2CCCCC2)C1=O)c1cccs1 (stereo not drawn)
-3	O=C(Cc1cccs1)Nc1ccc(C(=O)O)cc1
0	O=C(CCC1CCCC1)NCCc1c[nH]c2ccccc12
7	C#CC1(O)CC(C)NCC1(C)CCC#N (stereo not drawn)
6	COc1cc(C2C(C(C)=O)=C(O)C(=O)N2CCc2ccc(OC)c(OC)c2)ccc1O (stereo not drawn)
-7	O=C(NCc1ccccc1)c1ccc(CSCc2ccc(Cl)cc2)o1
-3	O=C(O)c1ccccc1N1C(=O)C2C3c4ccccc4C(c4ccccc43)C2C1=O (stereo not drawn)
3	O=C(O)COc1ccc(Br)cc1/C=N/O
-22	Cc1c(N=Cc2c(O)n(C3CCCCC3)c(=O)[nH]c2=O)c(=O)n(-c2ccccc2)n1C
3	CC1CCCN(C(=O)C2CCN(CCCc3ccccc3)CC2)C1 (stereo not drawn)
-11	COc1ccc2cc3cc(C(=O)NCCN4CCN(Cc5ccccc5)CC4)oc3nc2c1
-6	CCS(=O)(=O)N1CCC(C(=O)NCc2ccc(F)cc2)CC1
-8	O=C(Nc1ccccc1F)c1cc2ccc(O)cc2oc1=O
-8	Cc1cc(C)c(NC(=O)Nc2ccccc2)c(Cl)n1
-3	CCC(C)NC(=O)CCn1c(=O)[nH]c2cc(OC)c(OC)cc2c1=O (stereo not drawn)
-61	Cc1cc(Br)ccc1NC(=O)CNS(=O)(=O)c1ccc(Br)s1
-12	CCNc1nnc(-c2ccc(C)cc2)o1

Given as a markdown table: part of the list above.
| Molecule | 14-3-3g Raf |
| --- | --- |
| O=C(O)COc1ccc(Br)cc1/C=N/O | 3 |
| Cc1cc(Br)ccc1NC(=O)CNS(=O)(=O)c1ccc(Br)s1 | -61 |

The results go on:
14-3-3g Raf	Molecule
-4	CCOC(=O)c1ccc(N2C(=O)CSC23C(=O)Nc2ccccc23)cc1 (stereo not drawn)
-4	Cn1c(SCc2cccnc2)nc2cccnc21
-12	Clc1ccc(-c2nnc3sc(-c4ccc(Br)o4)nn23)cc1
-93	O=C(Nc1ccc2oc(-c3ccc(F)cc3)nc2c1)c1ccc(-c2cccc([N+](=O)[O-])c2)o1
-8	COCCCN(C(C)=O)c1nc(-c2ccc(OC)cc2)cs1
-7	CCCS(=O)(=O)N1CCCC(C(=O)N2CCCCC2)C1 (stereo not drawn)
-2	CCc1cccc(CC)c1NC(=O)CSc1nnc(C(C)C)n1CC
-5	Cc1cc(C)n(CC(=O)NCCC2=CCCCC2)n1
6	Cc1c(NC(=O)C2CCCN(S(=O)(=O)c3cnc[nH]3)C2)c(=O)n(-c2ccccc2)n1C (stereo not drawn)
1	CC(=O)Oc1c(Sc2ccccc2[N+](=O)[O-])c(C)nn1C(C)(C)C
-1	CCOC(=O)Cc1csc(NC(=O)c2ccco2)n1
-4	C=CCn1cc(C(=O)NCCCOCC)c(=O)c2cc(S(=O)(=O)N(CC)CC)ccc21
4	Nc1[nH]nc2nc(NCc3ccccc3)c3c(c12)CCN(Cc1ccccc1)C3
-19	COc1ccc(NC(=O)CSc2nc3c(c(=O)n2-c2ccc(C)cc2)SCC3)cc1
-12	O=C(c1ccc(Cn2c(=O)[nH]c3ccsc3c2=O)cc1)N1CCN(c2ccc([N+](=O)[O-])cc2)CC1
-8	Cc1ccc(C2CC(=O)c3c([nH]c(C(=O)OC(C)C)c3C)C2)cc1 (stereo not drawn)
-5	COCCN1C(=O)c2ccccc2C(C(=O)Nc2ccccc2N2CCN(C)CC2)C1c1cn(C)c2ccccc12 (stereo not drawn)
8	COc1cccc(C(=O)Nc2nc(-c3cc(C)ccc3C)cs2)c1
3	Cc1ccccc1CC1SC(=Nc2ccccn2)NC1=O (stereo not drawn)
-6	COc1cc(CN2CCN(C(=O)c3cc(OC)c(OC)c(OC)c3)CC2)c([N+](=O)[O-])cc1OC
-9	COc1cc(NC(=O)CSc2nnc(C)s2)cc(OC)c1
-2	COc1ccc(CNC(=O)C2CCCN2)cc1OC (stereo not drawn)
0	O=C1CSC(c2ccc([N+](=O)[O-])cc2)N1c1ccc(Br)cc1 (stereo not drawn)
3	CCc1ccc(NC(=O)C2c3ccccc3C(=O)N(C)C2c2ccc(OC)cc2)cc1 (stereo not drawn)
1	COc1cc2c(cc1OC)C(C(=O)NCc1ccccn1)C(c1cccnc1)N(C)C2=O (stereo not drawn)
4	CCOc1cccc(OCCCCN2CCCCC2)c1
-5&7	O=c1c2nnn(Cc3ccccc3)c2ncn1-c1ccccc1
-7	CCC(=O)N1CCc2cc(Br)cc(S(=O)(=O)CCC(=O)Nc3ccc(OC)cc3)c21
7	O=C1c2cccc([N+](=O)[O-])c2C(=O)N1CCCCO
-2	Cc1ccc(CS(=O)(=O)Cc2ccc(C(=O)N3CCOCC3)o2)cc1
-4	COC(=O)CN(c1ccccc1)S(=O)(=O)c1ccc(F)cc1
-11	CCN1CCN(C(=O)c2sc3ncnc(N(C)c4ccccc4)c3c2C)CC1
1	Cc1cc(C)n(-c2ccc(C(=O)N3CCc4ccccc43)cc2)n1
-7	COc1ccc(-c2nnc(SCC(=O)NCc3ccco3)o2)cc1
4	CCCCN1C(=O)/C(=C2\SC(N3CCCCC3)=NC2=O)c2ccccc21
-8	CSc1ccc(-c2nc3ccc(Br)cn3c2NC2CCCCC2)cc1
-2	Fc1ccc(C2CC(c3cccc(Br)c3)n3ncnc3N2)cc1 (stereo not drawn)
-81	Cc1cc(C=Nc2ccc(-c3nc4ccccc4o3)c(O)c2)c(O)c([N+](=O)[O-])c1
-9	O=C(O)c1ccc(Nc2ccc(Br)cc2)c([N+](=O)[O-])c1
-3	O=C(c1ccc(N2CN(C(=O)c3ccco3)c3nc4ccccc4nc32)cc1)N1CCOCC1
3	CCN(CC(=O)NC1CCS(=O)(=O)C1)c1nc(-c2ccccc2)nc2ccccc12 (stereo not drawn)
3	COc1cc(C2C(C(=O)OCC(C)C)=C(C)NC3=C2C(=O)CC(c2cccs2)C3)cc(OC)c1OC (stereo not drawn)
-6	COc1ccc2cc(C3(C)NC(=O)N(CC(=O)NCc4ccco4)C3=O)ccc2c1 (stereo not drawn)
-2	Cc1ccc(Sc2c(C)nn(C(=O)c3ccc(Cl)cc3)c2C)cc1
-21	CCOC(=O)NC(Nc1ncccn1)(C(F)(F)F)C(F)(F)F
-15	COc1cc(C(=O)Nc2ccc3oc(-c4ccccc4)nc3c2)cc(OC)c1OC
-4	CCOc1cc(C2Nc3ccccc3C(CC)(CC)O2)ccc1O (stereo not drawn)
5	CCC(=O)N1CCc2cc(S(=O)(=O)NCCOC)ccc21
-37	COc1cc(NC(=O)CSc2nc3nc(C)c(Cc4ccccc4)c(C)n3n2)cc(OC)c1
-6	CCc1ncc(C(O)c2cccc3ccccc23)n1C (stereo not drawn)

(more compounds)
14-3-3g Raf	Molecule
-6	OC1CCN(c2ncnc3nc[nH]c23)CC1
0	O=C(Cn1c(-c2cncs2)nc2ccccc21)NCCc1ccccc1
-3	COc1ccc2[nH]c(C)cc(=S)c2c1
-6	CCC(=O)Nc1ccc(-c2nc(-c3ccccc3)n(CC(=O)N3CCCCC3)n2)cc1
